RBBP9 inh: inhibitors of human serine hydrolase RBBP9; inhibition, % at 7.94 µM; 220,000 tested, 0.2% active; recombinant RBBP9, FP-Rh probe fluorescence polarization; O75884;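 active = inhibition above the campaign mean of all tested compounds plus 3 SD, cut at about 14% in these data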;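 also: plate controls were DMSO wells with RBBP9 for no effect and wells lacking RBBP9 protein for full effect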
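System: RBBP9 protein | Quantity: 2.5 µM RBBP9 dispensing solution, before mixing | Reagent: FP-Rh probe, 375 nM dispensing solution | Timing: Enzyme-compound preincubation 30 min, then probe labeling 45 min, 25 °C | Measured by: Fluorescence polarization | Read-out: % inhibition | Replication: One well per compound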
zVAD death inh: blocks zVAD induced death of L929 cells. AID 1377. L929 zVAD necroptosis rescue, ATP luminescence, 24 h; with zVAD 60 µM. viability rescue, % at 10 µM. 220,000 tested, 0.38% active;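 active = activation, scaled between plate controls, above about 75%, limit read from the data; inactive = activation under that limit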;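 also: 0% = zVAD with DMSO and 100% = DMSO alone without zVAD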
EP2 mod: EP2 receptor (human) modulation. P43116. EP2-expressing cells, cAMP HTRF FRET, PGE2 co-stimulation. induction, % at 25 µM. 260,000 tested, 0.83% active. AID 940;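 active = compounds whose cAMP rise, as percent of the full-agonist control response, exceeds 60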;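 also: rat C6 glioma line stably carrying human EP2 under a CMV promoter; the protocol text gives 20 µM as final concentration; 100% = response of wells given 1 µM PGE2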
Target sequence (P43116 whole entry, looked up): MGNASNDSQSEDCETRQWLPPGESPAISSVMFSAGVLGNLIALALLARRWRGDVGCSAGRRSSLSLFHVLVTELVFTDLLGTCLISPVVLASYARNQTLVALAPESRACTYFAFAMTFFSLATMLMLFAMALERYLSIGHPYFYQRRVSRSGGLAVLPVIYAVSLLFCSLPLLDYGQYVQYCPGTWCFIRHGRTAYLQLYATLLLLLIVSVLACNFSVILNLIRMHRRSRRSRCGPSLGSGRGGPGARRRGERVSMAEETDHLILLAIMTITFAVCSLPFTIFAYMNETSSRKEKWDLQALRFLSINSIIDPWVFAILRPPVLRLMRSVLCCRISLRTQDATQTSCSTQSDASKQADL
Hck-Nef inh: blocks Nef-activated human Hck kinase. P08631. Recombinant Hck-YEEI plus Nef, Z-Lyte FRET kinase assay. inhibition, % at 20 µM. 220,000 tested, 0.68% active;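 active = Hck-Nef kinase inhibition above about 50%, limit read from the data; inactive = inhibition below that limit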;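 also: 0% = DMSO with Hck plus Nef and 100% = Hck alone without Nef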
PERK inh: blocks human PERK kinase; CHO PERK-DD fusion, SEAP luminescence translation reporter; inhibition, % at 5.6 µM; 220,000 tested, 0.17% active; AID 1416;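 active = inhibition above the mean inhibition of all tested compounds plus 3 SD, set separately per screening campaign, cut at about 2.9% in these data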;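 also: PERK kinase domain activated by AP20187 dimerizer at 100 nM; 0% = DMSO with dimerizer and 100% = rapamycin at 8.4 µM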
Runt-SMMHC FRET: inhibitors of human RUNX1 Runt domain binding to CBFb-SMMHC; Q01196+Q13951; Cerulean-Runt/Venus-CBFb-SMMHC FRET ratio 530/480, 1 h; inhibition, % at 20 µM; 220,000 tested, 0.74% active;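 active = mean inhibition across duplicate retests at 20 µM reaching about 50%, limit read from the data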;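 also: 0% = DMSO wells and 100% = wells with excess untagged CBFb-SMMHC; inhibitors lower the FRET ratio by blocking Runt binding to CBFb-SMMHC; some results filed as inactive read as strong as hits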
Target sequence (Q01196 whole entry, looked up, the tested form may be a part): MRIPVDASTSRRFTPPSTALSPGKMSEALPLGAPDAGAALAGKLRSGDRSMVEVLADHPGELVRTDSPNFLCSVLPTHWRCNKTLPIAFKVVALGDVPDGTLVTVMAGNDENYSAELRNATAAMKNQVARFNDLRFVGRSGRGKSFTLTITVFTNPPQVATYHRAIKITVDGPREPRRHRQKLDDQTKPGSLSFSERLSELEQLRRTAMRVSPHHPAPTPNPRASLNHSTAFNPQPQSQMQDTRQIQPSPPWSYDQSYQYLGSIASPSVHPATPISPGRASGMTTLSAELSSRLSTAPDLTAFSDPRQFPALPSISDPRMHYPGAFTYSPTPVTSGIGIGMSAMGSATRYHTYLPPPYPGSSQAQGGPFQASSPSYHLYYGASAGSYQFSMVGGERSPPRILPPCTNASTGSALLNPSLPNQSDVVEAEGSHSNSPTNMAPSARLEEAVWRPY
Target sequence (Q13951 whole entry, looked up, the tested form may be a part): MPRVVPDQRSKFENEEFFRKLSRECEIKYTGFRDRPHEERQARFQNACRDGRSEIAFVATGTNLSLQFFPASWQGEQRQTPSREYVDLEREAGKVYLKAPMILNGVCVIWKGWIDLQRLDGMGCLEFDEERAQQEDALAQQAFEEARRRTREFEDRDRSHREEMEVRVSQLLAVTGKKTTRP
EP2 antag: blocks the human prostaglandin E2 receptor EP2; inhibition, % at 25 µM; P43116; 260,000 tested, 0.52% active; C6 glioma cells expressing human EP2, cAMP TR-FRET; cells stimulated with saturating PGE2;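 active = percent inhibition above 40 after rounding to a whole number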;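 also: rat C6 glioma host cells with rolipram phosphodiesterase inhibitor present; the protocol text gives 20 µM as final concentration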
Runt-CBFb FRET: blocks binding of human RUNX1 Runt domain to CBFb | Q01196+Q13951 | Cerulean-Runt/Venus-CBFb FRET ratio 530/480, 1 h | inhibition, % at 20 µM | 220,000 tested, 0.46% active;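 active = inhibition over about 50% at 20 µM in the single-dose screen, limit read from the data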;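 also: 0% = DMSO wells and 100% = excess unlabeled CBFb competitor control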
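Measured by: fluorescence energy transfer, 422 nm excitation, 530/480 nm emission; test system: Cerulean-tagged RUNX1 Runt domain (FRET donor) fusion protein; buffer or medium: Tris pH 7.5 buffer with BSA; compound: one dose, 20 µM compound, 1% DMSO; times: two 1 h room-temperature incubations shielded from light; benchmarks: unlabeled CBFb 5 µM, positive control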
TNF death inh: TNF-alpha cell death inhibition in Jurkat FADD-/- cells. activation (protection from cell death), % at 10 µM. Jurkat FADD-/- TNF necroptosis rescue, ATP luminescence, 24 h; 0 = TNF only, 100 = no-TNF cells. 220,000 tested, 0.068% active;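 active = activation, meaning protection from cell death, of at least 50% relative to plate controls; inactive = activation below 50%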;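 also: necroptosis triggered by 40 ng/mL TNF-alpha added together with compound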
Active calls of the source: *; nt = not tested or not shown; & = joins results of further samples. Some of the compounds tested; count on the stated rates, not on these rows.

SMILES | RBBP9 inh | zVAD death inh | EP2 mod | Hck-Nef inh | PERK inh | Runt-SMMHC FRET | EP2 antag | Runt-CBFb FRET | TNF death inh
S=C1N(c2ccccc2)C(c2ccccc2)N2CCCN12 (stereo not drawn) | -1 | 1.5 | 10 | -17 | 0.1 | 1 | 19 | 2 | -1.2
C=CCn1nnnc1SCC(=O)Nc1ccccc1C(=O)OC | -6 | 1.1 | 29 | 12 | -1.0 | -2 | 8 | 2 | 0.1
O=[N+]([O-])c1ccc(CN2CCSCC2)cc1 | 8 | 3.8 | 39 | 17 | 0.3 | 1 | 10 | 0 | 0.3
Cc1cccc(NC(=O)COc2cccc3c2CCN(Cc2ccccc2)C3=O)c1C | -6 | -0.1 | -1 | 2 | -0.4 | 3 | 7 | -2 | -1.1
C=CCn1c(-c2ccncc2)n[nH]c1=S | -4 | 2.7 | 36 | 10 | -0.8 | -3 | 4 | 3 | 0.6
Cc1no[n+]([O-])c1COc1ccc(/C=C2\NC(=S)NC2=O)cc1 | -34 | -0.7 | -17 | -10 | -1.2 | -9 | 12 | 0 | -1.2
Cc1cccc(C)c1N1CCN(C(=O)Cn2cncn2)CC1 | -3 | 2.8 | 9 | 0 | 0.2 | -1 | 0 | 0 | 0.8
COc1ccccc1NC=C1C(=O)OC2(CCCCC2)OC1=O | -1 | -0.1 | -11 | 1 | 0.1 | -4 | 5 | -2 | -4.6
COc1ccc(CC(=O)NC(c2ccccc2)c2ccccc2)cc1S(=O)(=O)N1CCOCC1 | 4 | -0.2 | 16 | 3 | -0.5 | -2 | 12 | -4 | -7.2
Cc1cccc(CN2CCN(c3nc4nonc4nc3NC3CC3)CC2=O)c1 | -3 | -0.2 | -5 | -2 | 0.1 | 0 | 1 | -1 | 0.1
COc1ccc(N2CCN(C(=O)Cn3nnc(-c4ccc(OC)c(OC)c4)n3)CC2)cc1 | -6 | -0.1 | -14 | 2 | -0.4 | -5 | 6 | -1 | -0.2
CCOC(=O)C1(Cc2ccc(OC)cc2)CCN(C(=O)Cn2cnnn2)CC1 | 14 | -0.7 | 14 | -1 | 0.2 | 2 | 2 | -7 | 0.2
O=C(CCNS(=O)(=O)c1cccc2nsnc12)NCCC1=CCCCC1 | -9 | -0.1 | 6 | -2 | -0.8 | 2 | 9 | -1 | 3.6
O=c1[nH]c2cc3c(cc2cc1CN(Cc1cccnc1)Cc1nnnn1Cc1ccco1)OCCO3 | -8 | 0.0 | -3 | 4 | -1.1 | -66 | 3 | -22 | -1.9
Cc1nc2c([nH]c3ccccc32)c(=O)n1N | 0 | 5.0 | 31 | 22 | 1.0 | 2 | 8 | -2 | -2.2
COCCCNC(NC(=O)c1ccc(Br)cc1)C(Cl)(Cl)Cl (stereo not drawn) | -9 | 1.9 | -7 | 0 | -0.7 | 2 | 12 | 0 | 2.9
O=C(Nc1nc(-c2cccc3ccccc23)cs1)c1ccc2c(c1)S(=O)(=O)c1ccccc1C2=O | -8 | -0.1 | -20 | 35 | 0.7 | -5 | 9 | 2 | 0.9
O=C(COc1ccc2c(c1)OCO2)NC12CC3CC(CC(C3)C1)C2 | -9 | -0.6 | -17 | 0 | -0.2 | 0 | 14 | 1 | -1.8
COc1ccc(NC(=O)c2cc3ccc4c5ccccc5[nH]c4c3cc2O)cc1 | 3 | 1.1 | -13 | -56 | 1.2 | -192 | 19 | -69 | -3.1
COCCN1CCN(c2cc(-c3ccccc3)nc3cc(-c4cccc(F)c4)nn23)CC1 | -9 | -0.3 | 19 | 10 | -1.1 | 29 | 4 | 0 | -4.8
COc1ccc(CCNC(=O)c2cc3c(=O)n(C)c4ccccc4c3n2C)c(OC)c1 | 0 | 0.2 | 1 | 17 | -0.9 | -3 | 8 | -9 | -7.3
CSCCC(CO)NC(=O)OCc1ccccc1 (stereo not drawn) | -4 | -0.4 | -6 | 0 | 1.2 | 0 | 9 | -2 | -1.7
CC1(C)CC(=O)C=C(Nc2ccc(S(N)(=O)=O)cc2)C1 | -3 | -0.3 | 21 | 14 | 0.5 | 1 | 5 | 0 | -0.2
COc1ccc(CCNS(=O)(=O)c2ccc3c(c2)CC(C)N3C(C)=O)cc1OC (stereo not drawn) | 1 | 0.5 | -15 | -1 | -1.1 | 2 | nt | 0 | 0.4
O=C(Cn1nc(Cc2cccnc2)c2ccccc2c1=O)Nc1ccc2c(c1)OCO2 | 3 | 0.5 | 3 | 21 | 0.6 | 0 | 9 | 2 | -1.5
Cc1cccc(-c2nnc(SCC(=O)NCc3ccc4c(c3)OCO4)n2C)c1 | -3 | 0.7 | 20 | -1 | -0.3 | 2 | 15 | 7 | 0.5
CCn1c(COc2cccc(C)c2)nnc1SCC(=O)CC(=O)Nc1ccccc1OC | -10 | 0.3 | 5 | -1 | -1.0 | -10 | 10 | -10 | -0.6
COc1cccc(S(=O)(=O)Nc2ccc(C(=O)N3CCOCC3)cc2)c1 | -14 | 0.8 | -32 | -1 | -1.0 | -4 | 4 | 0 | 0.7
CCOC(=O)N1CCN(CC(=O)Nc2cc(OC)c(OC)cc2C#N)CC1 | -6 | 0.5 | -5 | 3 | -0.2 | 1 | 6 | -1 | 0.4
COc1ccc(S(=O)(=O)NCCSC(C)(C)C)cc1Cl | 3 | -0.1 | -9 | 2 | 0.6 | 1 | 8 | -1 | 3.1
NCCc1nnc(SCc2ccccc2F)o1 | -6 | 0.4 | 6 | 2 | 1.2 | -1 | 5 | 0 | -1.7
C=CCc1ccc(OCc2ccc(C(=O)OC)o2)c(OC)c1 | -4 | -0.4 | 4 | -18 | -0.1 | 0 | 8 | 3 | 0.0
Cc1onc(-c2c(Cl)cccc2Cl)c1C(=O)N=S(C)(=O)c1ccccc1 (stereo not drawn) | -3 | -1.1 | 13 | 15 | 0.5 | 4 | 7 | -1 | 0.7
COc1ccc(NC(=O)CC(C)(C)C)c([N+](=O)[O-])c1 | -2 | 0.4 | -1 | 1 | 0.7 | 3 | 4 | -1 | -1.3
CC(C)CC(=O)N1CCN(C(=O)c2cccc(F)c2)CC1 | 5 | 0.6 | 4 | 0 | 2.1 | -3 | 11 | -4 | -0.5
O=S(=O)(c1ccccc1)c1nc(Nc2ccccc2N2CCOCC2)sc1Cl | -5 | -0.5 | -5 | 1 | -1.0 | 3 | 3 | 1 | -0.7
Cn1c(N2CCCC2)nc2c1c(=O)n(Cc1ccc(F)cc1)c(=O)n2C | -5 | 0.0 | 18 | 3 | -0.9 | 1 | 13 | 0 | -0.1
CCOC(=O)N1CCN(C(=O)C2CC(c3ccc(F)cc3)=NO2)CC1 (stereo not drawn) | -9 | 0.7 | 2 | -1 | 0.6 | 0 | 13 | 2 | 0.2
COc1ccc(CCNC(=O)C2CC2)cc1OC | 1 | -0.2 | 12 | 2 | 0.4 | -6 | 7 | 2 | 11
CN(C)CCCNC(=O)c1ccccn1 | -7 | 0.2 | 4 | 7 | 0.2 | 2 | 1 | -1 | 0.7
CCOc1ccc(C(=O)Nc2ccccc2N2CCOCC2)cc1 | -6 | 0.1 | -17&18 | 0 | -1.0 | -4 | 13&12 | -1 | 0.0
O=C(NC(Cc1c[nH]c2ccccc12)C(=O)O)c1ccccc1 (stereo not drawn) | 0 | 1.1 | 15 | -3 | 0.3 | 1 | 1 | -2 | 0.3
Cc1cc(C(=O)NCCCN2CCN(c3cc(Cl)ccc3C)CC2)n(-c2ccccc2)n1 | 4 | 0.7 | -13 | 3 | -0.3 | 0 | 11 | -4 | 1.6
CNc1ncc(C(=O)c2ccc(Cl)c(Cl)c2)s1 | -5 | -0.2 | 14 | -3 | -0.3 | -4 | 7 | -1 | 0.2
CC1CN(S(=O)(=O)c2cccc(-c3csc(-c4ccccc4)n3)c2)CC(C)O1 (stereo not drawn) | 1 | 0.7 | -7 | -4 | -0.6 | 0 | 13 | 0 | 0.8

Results in RBBP9 inh and zVAD death inh, for two of the compounds above:
Molecule,RBBP9 inh,zVAD death inh
O=C(COc1ccc2c(c1)OCO2)NC12CC3CC(CC(C3)C1)C2,-9,-0.6
COc1ccc(CCNC(=O)C2CC2)cc1OC,1,-0.2

Following part.
SMILES | RBBP9 inh | zVAD death inh | EP2 mod | Hck-Nef inh | PERK inh | Runt-SMMHC FRET | EP2 antag | Runt-CBFb FRET | TNF death inh
O=c1cc(-c2ccccc2)oc2ccc(O)cc12 | -2 | 73 | -6 | 38 | 0.8 | -1 | 9 | 0 | -2.7
CCOC(=O)C1=C(CSc2nc3c(cc2C#N)CN(C)CC3)OC(N)=C(C#N)C1c1ccncc1 (stereo not drawn) | -2 | nt | 25 | 6 | 0.1 | 74* | 9 | 50 | -7.5
COc1cc(S(=O)(=O)N2CCN(Cc3ccccc3)CC2)ccc1Br | -7 | -0.9 | -11 | -8 | 0.0 | -2 | 9 | 0 | 1.3
Cn1ccnc1C(O)(c1ccccc1)c1ccccc1 | 4 | 0.3 | 3 | -14 | 0.8 | -5 | 8 | 4 | 1.3
COC(=O)c1ccc(CSc2ccc3nnc(-c4ccccn4)n3n2)o1 | 1 | 0.3 | -16 | 1 | 0.9 | 2 | 13 | 4 | -0.1
Nn1c(SCc2ccc(Br)cc2)nnc1-c1ccncc1 | -3 | -0.6 | -7 | 16 | 2.1 | 3 | 6 | 2 | -0.1
CCc1cc(=O)oc2cc3occ(C)c3cc12 | -7 | 0.3 | 16 | 8 | 0.9 | 1 | 4 | 0 | 0.0
CN1CCN(NC(=O)c2cn(-c3ccccc3)nc2-c2ccc(OC(F)F)cc2)CC1 | 8 | 5.4 | 0 | -17 | 1.1 | 0 | 3 | 0 | 3.9
CC(C)c1ccc(S(=O)(=O)N2CCN(C(=S)NCc3ccco3)CC2)cc1 | -9 | 0.8 | -21 | 1 | -0.5 | 18 | 3 | 21 | 3.7
COc1ccccc1Sc1nc(-c2ccccn2)ncc1OC | -9 | 1.4 | -24 | 21 | -0.7 | 2 | 7 | 0 | -1.8
Cc1noc(NS(=O)(=O)c2ccc(NC(=O)CSc3nc4c(cc3C#N)CCCCC4)cc2)c1C | -1 | 0.4 | 19 | -2 | -0.1 | -3 | 8 | -4 | 0.3
CCc1nnc(/N=C/c2c(O)n(-c3ccc(Cl)cn3)c(=O)c3ccccc23)s1 | -3 | nt | -8 | -3 | 0.8 | 16 | 6 | -4 | -9.2
O=C(CCCN1C(=O)/C(=C/c2ccccc2)SC1=S)Nc1ccccc1O | -4 | -0.9 | -83 | 17 | 0.2 | -1 | 13 | 0 | 0.6
O=C(Cn1nnc(-c2ccncc2)n1)Nc1ccc2c(c1)CCC2 | 3 | 81* | 6 | 1 | 1.4 | -2 | 9 | 2 | 1.1
CN(C)C=C1C(=O)c2ccccc2C1=O | -7 | 0.1 | 15 | 1 | 0.6 | -1 | 13 | -1 | -9.7

Screens as filed in PubChem BioAssay.
